NPYLR7 ag: activates Aedes aegypti NPYLR7 receptor | HEK293T NPYLR7/Galpha15, GCaMP6s calcium fluorescence | activation, % at 10 µM | 0.15% of 270,000 active; in the data active means activation above about 40%;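 further: 0% = vehicle and 100% = reference agonist at the receptor; some compounds past the cut are filed as inactive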
mcGAS inh: inhibitors of mouse cGAS. recombinant cGAS, Kinase-Glo ATP depletion luminescence. 0.15% of 160,000 active. inhibition, % at 12.5 µM;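 further: 0% = negative control wells and 100% = reference inhibitor with no enzyme activity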
hcGAS inh: blocks human cGAS activity | 0.081% of 290,000 active | recombinant h-cGAS, ATP depletion, Kinase-Glo luminescence | inhibition, % at 12.5 µM | Q8N884;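 further: 0% = vehicle reaction and 100% = reaction without DNA for no activity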
Target sequence (Q8N884 whole entry, looked up): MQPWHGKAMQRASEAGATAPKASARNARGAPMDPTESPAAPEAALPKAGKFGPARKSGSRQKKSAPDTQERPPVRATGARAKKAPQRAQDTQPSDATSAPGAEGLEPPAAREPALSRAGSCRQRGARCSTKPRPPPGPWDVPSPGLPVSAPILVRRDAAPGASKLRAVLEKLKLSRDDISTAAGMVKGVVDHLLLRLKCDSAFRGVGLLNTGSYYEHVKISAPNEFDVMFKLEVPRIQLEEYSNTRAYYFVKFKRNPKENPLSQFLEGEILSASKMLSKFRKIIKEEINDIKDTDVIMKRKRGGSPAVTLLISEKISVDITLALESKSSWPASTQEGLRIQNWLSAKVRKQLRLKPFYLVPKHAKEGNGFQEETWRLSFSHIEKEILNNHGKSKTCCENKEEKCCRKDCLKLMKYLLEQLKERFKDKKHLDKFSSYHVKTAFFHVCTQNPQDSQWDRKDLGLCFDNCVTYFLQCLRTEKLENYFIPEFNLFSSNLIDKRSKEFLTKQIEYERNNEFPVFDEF
* hit, by the source's call; . = no result given; & = joins results of further samples. Unless noted, no stated cut-off is given here; in the data, active means inhibition above about 40%; inactive means the rest.

SMILES	NPYLR7 ag	mcGAS inh	hcGAS inh
Cc1ccc(C(=O)NC(C(=O)N(C)C)C(C)C)c(C)c1 (configuration not stated)	-1.7	.	2.9
O=C(NCCC(=O)N1CCOc2ccccc2C1)C1CC2CCC1C2 (configuration not stated)	4.9	-6.4	-15.2
Cc1nn(C)c(C)c1CNCc1ccc(S(=O)(=O)N2CCCCC2)cc1	-1.4	.	-12.1
CC(=O)c1cccc(N(CN2C(=O)c3ccccc3C2=O)C(=O)c2ccccc2)c1	-2.7	-5.5	-3.9
O=C1NC2(CCN(C(=O)Nc3ccc(Cl)cc3)CC2)Nc2cccc(Cl)c21	4.9	-1.8	-1.7
Cc1ccc(C(=O)CSc2nccn(-c3ccc(F)cc3)c2=O)cc1	-0.9	-7.9	-6.3
Fc1ccccc1-c1cnnc(N2CC[C@@H]3CCCC[C@H]3C2)n1	6.9	.	-3.9
O=C1CCN(C(=O)c2ccc3oc(Cc4ccc(Cl)cc4)nc3c2)CCN1	0.5	-6.7	-0.9
CCS(=O)(=O)c1cccc(C(=O)N(Cc2ccccn2)c2nc3c(Cl)cccc3s2)c1	-2.1	-1.0	-0.5
COc1ccc(-n2nnnc2CNC(=O)NCCc2ccccc2)cc1	16.1	-7.1	-4.7
O=C(N[C@@]1(c2ccccc2)CCCC[C@H]1O)c1ccc[nH]c1=O	8.4	.	-3.5
O=C1CCN(C(=O)c2ccc(-c3cccc(Cl)c3Cl)o2)CC1	2.2	-7.2	-3.7

The closing 2 records of the section before come first, to join the parts.
SMILES	NPYLR7 ag	mcGAS inh	hcGAS inh
O=C(N[C@@]1(c2ccccc2)CCCC[C@H]1O)c1ccc[nH]c1=O	8.4	.	-3.5
O=C1CCN(C(=O)c2ccc(-c3cccc(Cl)c3Cl)o2)CC1	2.2	-7.2	-3.7
CCOC(=O)CCCSc1nnc(-c2ccco2)n1-c1ccccc1C	-7.6	-6.5	-8.4
COc1cccc(CSc2nnc(-c3ccccc3OC)n2C)c1	11.1	.	-7.4
Cc1cccc(C)c1OCCN1CCN(CC(=O)NC2CCS(=O)(=O)C2)CC1 (configuration not stated)	5.5	.	1.1
O=[N+]([O-])c1cc(C2SCCS2)ccc1Cl	2.3	.	-12.9
Cc1cccc(Nc2ncnc3c2CN(C(=O)c2cccnc2N2CCCC2c2ccncc2)CC3)c1 (configuration not stated)	-2.4	-2.2	2.5
CCn1cc(C(CC(=O)NCc2ccc3c(c2)OCO3)c2cccc(Cl)c2)c2ccccc21 (configuration not stated)	.	-5.5	-7.5
COc1cccc(CN2CCc3cc(OC)c(OC)cc3C2CNC(=O)c2ccc(F)cc2)c1 (configuration not stated)	-0.2	-7.3	-3.7
CCc1c(C)nc(-c2cccc(C(F)(F)F)c2)nc1N1CCN(C(=O)Nc2cccc(OC)c2)CC1	-4.4	-5.6	-8.1
Cn1nc(-c2ccccn2)c2c1NC(=O)CC2c1c(Cl)nc2sccn12 (configuration not stated)	30.2	-15.9	-10.5
Cc1ccc(C2OCCCC2NC(=O)NCc2cccnc2)cc1 (configuration not stated)	2.3	.	-6.2
c1cc(-c2nnc3n2CCCCC3)oc1CN1CCCCC1	12.0	-14.7	-6.1
CCCN(Cc1cc(NC(=O)NC(C)C)ccc1N(C)C)S(=O)(=O)c1ccc(F)cc1	.	-7.8	-4.7
Cc1nc(C(C)NC(=O)c2ccc(NC(=O)C3CCC3)cc2)c(C)s1 (configuration not stated)	7.1	-16.3	-0.2
COc1ccc2c(c1)CCC1=C2CCC2(C)C1=CCC2OC(C)=O (configuration not stated)	12.2	-2.8	-9.0
CCCn1c(=O)c(C)cn2nc(N)nc12	-14.9	.	-5.1
Cc1c(Br)cc(C(=O)NC(C)C)c(C)c1C	-4.1	0.0	2.6
CC(C)N(Cc1cccc(OS(=O)(=O)c2ccc(F)cc2)c1)C(=O)c1ccccc1Cl	-10.3	-6.8	-4.9
O=C(NCCc1ccccc1)N1CCN(S(=O)(=O)c2ccc(F)cc2)CC1	10.6	.	-3.5
Cc1ccccc1NC1SC(=O)N(c2ccccc2C)C1=O (configuration not stated)	0.8	.	-4.7
CCOC(=O)c1[nH]c(C)c(C(=O)C(C)N(CCOC)C(=O)Nc2c(C)cccc2C)c1C (configuration not stated)	-5.7	-3.3	-3.1
CC(CCS(C)(=O)=O)NC(=O)NCCc1cccc2ccccc12 (configuration not stated)	0.2	.	-9.7
C[n+]1cc2c3c(ccc2c2ccc4cc5c(cc4c21)OCO5)OCO3	-4.3&-12.0&42.1&9.9&38.7	-5.4&-1.0	-1.3&5.6&-6.2&-0.1&12.2
CSc1ccccc1C(=O)N1CCN(c2nccn2-c2cccc(Cl)c2)CC1	2.5	-1.5	2.3
Cc1ccc(-n2nnc(C(=O)Nc3ccc4oc(=O)ccc4c3)c2C)cc1	-0.4	-0.2	4.3
Cc1cc(NC(=O)c2ccccc2)n(-c2nc3c(cnn3-c3ccc(F)cc3)c(=O)[nH]2)n1	.	-6.5	-9.4
COC(=O)CN1C(=O)SC(=Cc2ccccc2OCc2ccccc2Cl)C1=O	14.0	.	-7.0
O=c1ccc2nccc3c4ccccc4n1c23	-4.8	5.9	11.2
C=C1c2ccccc2C(=O)N1CC(=O)Nc1ccc2c(c1)OCCO2	-2.4	-1.8	-3.1
COc1cc(S(=O)(=O)N2CCC(C(N)=O)CC2)ccc1Br	4.3	-7.6	-5.5
Cc1cc(NCc2csc(-c3cnccn3)n2)nc(-c2cccnc2)n1	9.6	-13.0	-1.2
CNc1ccc(-c2cccc(F)c2)cn1	2.6	.	-10.1
CC1CCN(CC(=O)Nc2ccc(F)cc2F)CC1	-4.6	.	-0.7
CC(NC(=O)c1ccc(-n2cnnc2)cc1)c1ccccc1-n1cccn1 (configuration not stated)	9.7	.	-2.0
COc1cccc(NC(=O)C2(C)CCN2CC(C)C)c1 (configuration not stated)	7.8	.	-5.2
CCCCN(CC(=O)N1CC(=O)N(c2cccc(C)c2)C1)C(=O)c1ccccc1F	11.7	-5.6	-5.4
CCOc1ccc(-n2c(SCc3ccc(C)cc3)nc3c(c2=O)SCC3)cc1	-0.5	-6.7	3.3

7 structures from above, ordered by SMILES length, rising.
SMILES	NPYLR7 ag	mcGAS inh	hcGAS inh
CNc1ccc(-c2cccc(F)c2)cn1	2.6	.	-10.1
O=c1ccc2nccc3c4ccccc4n1c23	-4.8	5.9	11.2
CC1CCN(CC(=O)Nc2ccc(F)cc2F)CC1	-4.6	.	-0.7
COc1cccc(NC(=O)C2(C)CCN2CC(C)C)c1 (configuration not stated)	7.8	.	-5.2
COc1cc(S(=O)(=O)N2CCC(C(N)=O)CC2)ccc1Br	4.3	-7.6	-5.5
Cc1cc(NCc2csc(-c3cnccn3)n2)nc(-c2cccnc2)n1	9.6	-13.0	-1.2
CCCCN(CC(=O)N1CC(=O)N(c2cccc(C)c2)C1)C(=O)c1ccccc1F	11.7	-5.6	-5.4

(more compounds)
SMILES	NPYLR7 ag	mcGAS inh	hcGAS inh
CC(N)=C(C#N)C(=O)COC(=O)CN1C(=O)C2CCCCC2C1=O (configuration not stated)	2.6	-0.5	3.0
CCOC(=O)CCNc1ccc(Nc2ccc(C)cc2)c2c1C(=O)c1ccccc1C2=O	-5.5	-3.4	-3.4
O=C(c1ccc(N2CCC(NCc3cccc(Cl)c3)CC2)cc1)N1CCCC(CO)C1 (configuration not stated)	8.9	-26.2	-7.6
COCCNC(=O)c1ccc(CSc2nnc(C)n2-c2ccc(F)cc2)cc1	24.7	-7.2	-8.4
CC(=O)N1CSCC1C(=O)Nc1ccc(N2CCCCCC2)cc1 (configuration not stated)	-4.2	.	1.4
COCC(C)NC(=O)C(C#N)=Cc1cc(Cl)c(OC)c(OC)c1 (configuration not stated)	0.6	-2.9	-5.0
CC1(C(=O)Nc2cccc3cccnc23)CCN1C(=O)Cc1ccsc1 (configuration not stated)	-4.5	-3.8	-6.9
C=CCN(CC(O)COCc1ccccc1)CC1CC(c2ccc(Cl)cc2)=NO1 (configuration not stated)	-2.7	-1.9	0.5
CCCCC(Sc1nncs1)C(=O)Nc1cc(C)on1 (configuration not stated)	3.0	.	-6.4
CCC1=NS(=O)(=O)c2cc(N)ccc2N1c1ccc(F)cc1	25.1	.	-5.7
Cc1nc2n(c(=O)c1C)C(CC(=O)Nc1ccon1)CS2 (configuration not stated)	0.7	.	-2.8
Cc1ccc(Cn2c(=O)c3c(nc4n(CC5CCCO5)c(C)c(C)n34)n(C)c2=O)cc1 (configuration not stated)	-3.2	.	-0.8

Record cards, as listed above.
CC(=O)N1CSCC1C(=O)Nc1ccc(N2CCCCCC2)cc1 (configuration not stated) is listed with NPYLR7 ag = -4.2; mcGAS inh = .; hcGAS inh = 1.4
Cc1nc2n(c(=O)c1C)C(CC(=O)Nc1ccon1)CS2 (configuration not stated) is listed with NPYLR7 ag = 0.7; mcGAS inh = .; hcGAS inh = -2.8

Pulled by structure from the entries so far, 3 records:
SMILES	NPYLR7 ag	mcGAS inh	hcGAS inh
C=CCN(CC(O)COCc1ccccc1)CC1CC(c2ccc(Cl)cc2)=NO1 (configuration not stated)	-2.7	-1.9	0.5
COCCNC(=O)c1ccc(CSc2nnc(C)n2-c2ccc(F)cc2)cc1	24.7	-7.2	-8.4
Cc1ccc(Cn2c(=O)c3c(nc4n(CC5CCCO5)c(C)c(C)n34)n(C)c2=O)cc1 (configuration not stated)	-3.2	.	-0.8

Continuation.
SMILES	NPYLR7 ag	mcGAS inh	hcGAS inh
Cc1cccc(CNC(=O)C(c2ccccc2)N2CCSCC2)n1 (configuration not stated)	8.6	-6.2	-11.2
O=S(=O)(c1ccccc1F)N1CCC(CCc2ccccc2)CC1	2.9	-6.4	-6.0
Cc1cc(C)c(NC(=O)Cn2nc3ccc(SC4CCCCC4)nn3c2=O)c(C)c1	-0.9	-9.8	-5.4
CC(=O)Nc1ccc(SCC(=O)Nc2ccc3oc(C)nc3c2)cc1	12.2	.	-4.6
Cc1ccc(C(O)=C2C(=O)C(=O)N(CCCN(C)C)C2c2cccnc2)cc1 (configuration not stated)	4.3	-8.6	-8.1
CCN(Cc1noc(C2CCC2)n1)Cc1nnc(-c2ccc(C)n2C)o1	20.2	.	0.1
C=C(C)Cn1c(=O)c2c(nc3n2CC(C)CN3c2ccc(Cl)cc2)n(C)c1=O (configuration not stated)	5.6	-7.7	-3.2
COCCn1c(=NC(=O)c2ccc3ncsc3c2)sc2cc(S(N)(=O)=O)ccc21	4.1	.	-4.4
CCCCS(=O)(=O)N1CCCN(c2c(-c3ccc(OC)cc3)cnc3ncnn23)CC1	.	-6.0	-6.2
CC1CCCCC1NC(=O)c1ccc2c(c1)CCN2S(C)(=O)=O (configuration not stated)	4.2	.	-11.7
O=C(Nc1nncs1)c1cccnc1SCC1CCCCC1	0.7	-16.2	-18.2
CN(C)CCN(Cc1ccccc1)S(=O)(=O)NCc1ccccc1	-3.0	.	-7.9
CC(C)CC(=O)N1CCC2(CC1)SCCN2C(=O)c1ccc(Br)cc1	.	-4.5	-9.2
CCC(CC)NC(CC)Cn1ccnc1 (configuration not stated)	.	-5.6	-14.0
O=C1NC(=S)NC(=O)C1=C1C=C(c2ccccc2)N(Cc2ccccc2)C2=C1CCCC2	-9.2	-8.2	-5.3
CNCC(=O)N1CCCCC1c1ccc(CN(C)C)cc1 (configuration not stated)	14.5	.	-6.3
Cc1ccsc1C(=O)N1CCC1(C)C(=O)Nc1cc(C2CC2)nn1C (configuration not stated)	5.5	.	-4.7
O=C1NCC(=O)N2CCN(C(=O)CCc3c[nH]c4ccccc34)CC12 (configuration not stated)	-4.1	.	-0.5
O=C(NC(c1ccc(Cl)cc1)c1ccccn1)C1CCN(CCOc2ccc3ccccc3c2)CC1 (configuration not stated)	1.3	.	-0.5
CCOC(=O)C1CCN(C2CCN(c3ccc(C(=O)NCc4ccccc4F)cc3)CC2)CC1	5.7	-13.1	-4.8
O=C(Cc1ccc(Cl)cc1)NCCc1csc2nc(-c3ccccc3F)nn12	-7.0	-1.4	2.8
COc1ccccc1CCC(=O)N1CC[C@@H](c2ccc(F)cc2)[C@H](O)C1	3.6	.	-6.2
Cc1nc(CC(=O)NS(=O)(=O)C(C)CC(C)C)cs1 (configuration not stated)	4.8	.	6.8
CC1(C)CC(N2CCCC2)=CC(=[N+]2CCCCCC2)C1	-0.5	.	3.1
COCCN(Cc1cccc(OC)c1OC)CC(O)COCC(C)C (configuration not stated)	13.3	-5.8	-5.1
O=C(NCC1CCCCC1)c1sc2cc(F)ccc2c1Cl	-2.2	-7.8	-4.7
CN1CC2(CCCN(C(=O)CCCn3cncn3)CC2)OC1=O (configuration not stated)	-1.4	.	-5.5
O=C1[C@H]2CC=CC[C@H]2C(=O)N1CCNc1ccc([N+](=O)[O-])cn1	-4.2	-3.5	-6.4

Screening results as filed in PubChem.
